IEC-6 cytotox – IEC-6 cytotoxicity, counter-screen for KLF5 inhibitors. luminescence viability. hit rate 0.78% among 290,000. AID 1825. inhibition, % at 5 µM; in the data active means inhibition above about 22%;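 further: 0% = plate median of test compound wells and 100% = cytotoxic reference compound wells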
Platelet DG rel – modulates dense granule release in human platelets; inhibition, %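 (compounds screened at 7.5 µM in platelet-rich plasma)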; hit rate 0.22% among 300,000; human platelet-rich plasma, SFLLRN dense granule ATP release, luminescence;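 active means mean replicate score, as percent of positive control, at or above 50; inconclusive means mean below 50 but at least one replicate at or above 50; inactive means mean and every replicate below 50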
AI-2 QS modul – modulators of Vibrio harveyi AI-2 quorum sensing system; Vibrio harveyi JMH597 AI-2 luminescence/OD600 ratio, 9 h; active compounds read low; strain lacks LuxN and CqsS sensors; 0 = neutral-control median; activity change, % at 7.5 µM; hit rate 0.4% among 300,000; AID 2094; in the data active means activity change below about -75%, passing the limit was not always enough; inconclusive means no clear call, values can overlap the other calls;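 further: luminescence divided by OD600 gain over 9 h not by final OD600 alone; inactives centre near 13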
HIF act – HIF pathway transcriptional activation; hit rate 0.32% among 300,000; U2OS HRE-luciferase reporter, luminescence; normalized: DMSO 0%, desferrioxamine 100%; AID 1910; activation, % at 7.5 µM (by protocol);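 active means mean activation of at least 10% of the iron chelator positive control signal, with at least half of replicates also reaching 10%; inconclusive means mean and replicate majority disagree about reaching 10%; inactive means mean and most replicates under 10%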
KLF5 inh – kruppel-like factor 5 inhibition | DLD-1 KLF5 promoter-luciferase reporter, luminescence | inhibition, % at 5 µM | hit rate 0.23% among 290,000 | AID 1700;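 active means inhibition above a per-plate limit of that plate's mean compound inhibition plus 3 SD, cut at about 60% in these data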;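 further: 0% = DMSO wells and 100% = LY294002 at 200 µM; higher means less KLF5 promoter-driven luciferase light; inactives centre near -14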
HSF-1 act – increases HSF-1 driven luciferase reporter signal; hit rate 1.7% among 300,000; activation, % at 9 µM; NIH3T3-HGL HSF-1 luciferase reporter, MG132, 8 h; 100% = twice DMSO control signal;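 active means mean replicate activation of at least 50% with a set share of replicates each reaching 50%; inconclusive means only one of those two conditions met; inactive means mean below 50% and too few replicates reaching it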;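 further: 0% = median of the neutral control wells and 100% = twice that signal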
HSF1 inhib – HSF1 inhibition; NIH3T3-HGL HSE-luciferase, MG132-induced, luminescence 8 h; active compounds read low; activity change, negative = inhibition, % at 7.5 µM (by protocol); hit rate 0.77% among 300,000;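 active means more than half of replicate wells show activity change below -50%, luminescence cut by over half; inconclusive means some wells, but at most half, below -50%; inactive means no replicate well below -50%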;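 further: luciferase reports HSF-1 transcriptional activity via heat shock element; 0% = median of DMSO wells and -100% = zero luminescence signal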
HSP90 inh – HSP90 refolding inhibition in rabbit reticulocyte lysate | luciferase refolding luminescence, 3 h | inhibition, % at 5.6 µM | hit rate 0.91% among 290,000 | AID 1789;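 active means inhibition above the screen-wide mean plus 3 SD, computed separately per campaign, cut at about 16% in these data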;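 further: 0% = DMSO wells and 100% = 60 µM geldanamycin wells; inhibitors lower the luminescence because luciferase stays unfolded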
aSyn 5UTR inh – 5' untranslated region of α-synuclein, MLPCN primary screen; AID 1813; hit rate 0.82% among 300,000; inhibition, % (tested at 7.5 µM); alpha-synuclein 5'UTR reporter, inhibitor activity; in the data active means inhibition above about 60%; inconclusive means no clear call, values can overlap the other calls;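 further: H4 neuroglioblastoma cells stably carrying SNCA 5'UTR luciferase fusion; 0% = DMSO wells and 100% = positive control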
HDAC3 inh – human HDAC3 inhibition. O15379. recombinant HDAC3, fluorogenic peptide/trypsin coupled, fluorescence. inhibition, % at 8.3 µM. hit rate 0.15% among 320,000; in the data active means inhibition above about 26%, passing the limit was not always enough; inconclusive means no clear call, values can overlap the other calls
Target sequence (O15379 whole entry, looked up): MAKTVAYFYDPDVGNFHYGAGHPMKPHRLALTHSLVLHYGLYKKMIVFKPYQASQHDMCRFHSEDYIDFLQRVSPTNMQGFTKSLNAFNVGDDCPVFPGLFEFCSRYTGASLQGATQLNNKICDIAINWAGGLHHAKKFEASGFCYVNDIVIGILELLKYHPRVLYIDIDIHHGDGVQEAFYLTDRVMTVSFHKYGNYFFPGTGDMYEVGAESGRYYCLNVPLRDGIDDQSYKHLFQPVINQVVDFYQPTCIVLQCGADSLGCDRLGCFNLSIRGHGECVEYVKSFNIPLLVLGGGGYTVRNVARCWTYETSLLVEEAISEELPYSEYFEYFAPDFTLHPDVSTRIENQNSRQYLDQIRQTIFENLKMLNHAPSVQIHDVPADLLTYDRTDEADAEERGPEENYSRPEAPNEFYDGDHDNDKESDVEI
Starred values were filed as active, the others as inactive; ? = inconclusive; · = not tested or not shown. Random draw from the library; overall some 5% were active at least once.

The line under a structure holds: IEC-6 cytotox	Platelet DG rel	AI-2 QS modul	HIF act	KLF5 inh	HSF-1 act	HSF1 inhib	HSP90 inh	aSyn 5UTR inh	HDAC3 inh
C=CCn1c(SCC(=O)Nc2ccc(OC)cc2)nc2c([nH]c3ccccc32)c1=O
 : -3	16	-9	0.6	-28	2	6	2	0	-5
O=C(NC(=S)NNC(=O)c1cccs1)c1ccccc1
 : 5	-6	-40	1.0	-12	10	6	0	-4	-2
CCN1CCN(C(c2ccc(OC)cc2)c2nnnn2Cc2ccc3c(c2)OCO3)CC1 (stereo not drawn)
 : 2	14	29	2.1	-11	-10	-8	-1	14	-1
COC(=O)C1(C(=O)OC)Sc2ccccc2C1=O
 : -2	1	28	·	-22	2	-2	2	19	-9
O=C(N/N=C1\CCSC1)c1cc(Cl)ccc1O
 : -3	9	3	-0.2	-25	12	2	-4	-19	-14
CN(C(=O)c1ccc([N+](=O)[O-])cc1)c1ccccc1C(=O)NCc1ccccc1
 : -1	1	9	-0.2	-8	-21	4	-2	-5	-8
CCn1c(CNc2ccccc2Cl)nnc1SCC(=O)NCc1ccccc1
 : -4	14	-3	0.0	-9	27	13	2	2	1
CCCN1C(=O)/C(=N\OCC(=O)NCC(F)(F)F)c2ccccc21
 : 3	3	25	-0.1	8	-7	-4	-1	-10	4
O=C(OCC(=O)c1c[nH]c2ccccc12)c1ccc(Br)o1
 : 5	-3	?	1.6	-18	50	17	4	-130	-3
Cc1ncn(-c2ccc(C(=O)Oc3ccccc3)cn2)n1
 : -2	-4	-87*	-0.2	-3	-7	-2	-1	12	-2
CCC(Sc1nc(C)cc(C)n1)C(=O)NC1=NN=C(c2ccc(C)cc2)CS1 (stereo not drawn)
 : 0	-2	10	0.0	-5	-71	-74*	3	-33	4
O=C1Nc2ccc(F)cc2C12Nc1ccccc1-c1nnc(SCc3ccccc3F)nc1O2 (stereo not drawn)
 : -3	-6	26	0.2	11	-17	2	-1	1	-2
CCCOc1ccc2c3c(c(=O)oc2c1OCCC)CCCC3
 : -2	-3	7	0.8	-44	25	14	-9	-33	-6
COc1cc(O)c(C(CC(=O)N2CCOCC2)c2ccc(N(C)C)cc2)c(OC)c1 (stereo not drawn)
 : ·	0	10	0.2	·	-18	-4	·	-15	-5
Cc1ccccc1NC(=O)c1ccc(CN(c2ccccc2)S(=O)(=O)c2ccccc2)cc1
 : -4	13	5	-1.9	-9	-6	-7	-4	31	-11
O=C(Cn1c(=O)n(CC2CCCO2)c(=O)c2ccccc21)c1ccccc1 (stereo not drawn)
 : -8	-10	-9	-0.3	3	24	1	1	0	-2
CC(=O)Nc1ccc(NC(=O)C2CCCCC2C(=O)O)cc1 (stereo not drawn)
 : -4	-19	13	0.5	-19	-1	-5	0	-35	-4
Cc1ccc(S(=O)(=O)c2nnn3c2nc(N2CCOCC2)c2ccccc23)c(C)c1
 : 7	-6	18	0.0	-9	-5	0	1	20	-3
COc1cccc(/C=N/Nc2ccc(C(=O)O)cc2)c1O
 : -5	95*	14	-6.8	100*	·	·	95*	113*	?
CCN1CCCC1CNC(=O)c1cc2c(=O)n(C)c3ccccc3c2n1C (stereo not drawn)
 : -4	-5	-1	-0.2	-23	10	4	-1	-27	7

The closing 4 records of the part above lead into the next.
The line under a structure holds: IEC-6 cytotox	Platelet DG rel	AI-2 QS modul	HIF act	KLF5 inh	HSF-1 act	HSF1 inhib	HSP90 inh	aSyn 5UTR inh	HDAC3 inh
CC(=O)Nc1ccc(NC(=O)C2CCCCC2C(=O)O)cc1 (stereo not drawn)
 : -4	-19	13	0.5	-19	-1	-5	0	-35	-4
Cc1ccc(S(=O)(=O)c2nnn3c2nc(N2CCOCC2)c2ccccc23)c(C)c1
 : 7	-6	18	0.0	-9	-5	0	1	20	-3
COc1cccc(/C=N/Nc2ccc(C(=O)O)cc2)c1O
 : -5	95*	14	-6.8	100*	·	·	95*	113*	?
CCN1CCCC1CNC(=O)c1cc2c(=O)n(C)c3ccccc3c2n1C (stereo not drawn)
 : -4	-5	-1	-0.2	-23	10	4	-1	-27	7
O=C(CCC(=O)N(c1cccc(F)c1)C(C(=O)NC1CCCC1)c1ccncc1)Nc1cccnc1 (stereo not drawn)
 : -2	9	16	-0.4	-22	0	5	-2	13	-1
N#C/C(=C\c1c[nH]c2ccccc12)C(=O)NCC1CCCO1 (stereo not drawn)
 : -4	1	10	1.5	-74	38	12	-2	-73	6
CC[C@@]12C(=O)N(c3ccccc3)C(=O)N1[C@H](c1ccc(Br)cc1)[C@@H]1C(=O)N(C(C)(C)C)C(=O)[C@@H]12
 : ·	-4	20	-0.7	·	-15	-1	·	-4	3
Cc1oc2ccc(O)c(CN3CCOCC3)c2c1C(C)O (stereo not drawn)
 : 5	6	11	-0.1	-23	-10	-5	3	13	-2
Cc1nc(CN(C)C(=O)CC2C(=O)NCCN2Cc2ccc(-c3ccccc3)cc2)cs1 (stereo not drawn)
 : -6	-3	15	1.4	-10	5	-2	-2	-5	5
COc1ccc(CC2(CO)CCN(CC3=Cc4cc(Cl)ccc4OC3)CC2)cc1
 : -1	9	12	-0.3	-12	2	10	-2	-1	-14
COc1ccc(/C=C(\C#N)C(=O)OCC(=O)Nc2ccc(C(C)(C)C)cc2)cc1
 : -4	-1	33	1.3	-25	7	3	6	-23	·
CCCS(=O)(=O)N1CCN(Cc2ccco2)CC1
 : -1	·	9	·	-1	·	·	1	·	-9
CC(=O)Nc1ccc(NC(=O)c2ccccc2S(=O)(=O)c2ccc([N+](=O)[O-])cc2)cc1
 : -1	1	12	0.1	-12	-5	-6	0	27	-3
Cc1ccc(CNC(=O)c2ccccc2NS(C)(=O)=O)cc1
 : -2	4	12	-0.4	1	20	10	-1	-1	-8
COc1cc(/C=N/NC(=O)c2cccc(S(=O)(=O)N3CCCCC3)c2)cc(Br)c1O
 : 4	10	48	-0.1	-18	6	-4	1	-1	-4
COc1cc(CN2CCN(c3ccccc3F)CC2)cc(OC)c1O
 : -1	2	27	0.2	-29	2	2	-3	-24	-4
O=C(NCc1cccs1)C1CCC(=O)N(Cc2cccc(C(F)(F)F)c2)C1 (stereo not drawn)
 : -2	-8	9	-0.2	-7	16	4	0	-34	·
CNC(=S)N1CCN(C(c2ccccc2)c2ccccc2)CC1
 : 5	0	55	-0.5	5	8	1	6	-3	4
O=C(C1CCN(c2ncnc3c2sc2cccc(F)c23)CC1)N1CCCC1
 : 7	5	28	0.8	13	19	-1	2	-10	4
CSc1ccccc1C(=O)N1CCN(c2ncccn2)CC1
 : 6	0	17	-1.0	-25	-77	-70*	0	-12	3
Cc1noc(C)c1/C=N/Nc1ccc2ccccc2n1
 : -1	1	3	-0.3	-118	59*	15	1	-146	-3
O=S(=O)(Nc1ccccc1Cl)c1ccc(-c2ccccn2)s1
 : ·	7	28	0.5	·	0	2	·	-21	0
CCOC(=O)C[C@H]1c2ccccc2S(=O)(=O)N1c1cccc(OC)c1
 : ·	1	12	-0.4	·	-5	-8	·	-44	7
Cc1ccc(Cn2c(C(C)Nc3nc(-c4ccc(Cl)c([N+](=O)[O-])c4)cs3)nc3cc(C(F)(F)F)ccc32)cc1 (stereo not drawn)
 : ·	4	19	-0.5	·	-18	-4	·	-6	0
CC(=O)Nc1ccc(NC(=O)c2ccccc2N(C)S(=O)(=O)c2ccc(C)cc2)cc1
 : -2	5	14	-0.8	-43	4	-7	-5	-10	3
CC(C)Cc1nc(N2CCN(C(=O)c3ccccc3)CC2)c(C#N)c2c1CCC2
 : -1	-8	5	-0.4	9	4	-14	5	38	-5
COc1ccc(-c2nc(CS(=O)(=O)CC(=O)Nc3ccc(Cl)cc3)c(C)o2)cc1
 : 2	1	7	2.0	-14	27	21	-7	40	1
Cc1cccc(NS(=O)(=O)c2cccc([N+](=O)[O-])c2)n1
 : 1	0	10	-0.7	16	13	4	-4	-5	-6
S=C(NCCc1ccc(Cl)cc1)NC1CCCC1
 : -1	-1	43	0.7	-48	27	14	7	-47	-7
CCS(=O)(=O)c1ccc(O)c(NC(=O)CCCC(=O)O)c1
 : -1	14	12	0.1	-19	12	-4	-1	-7	10
CCCCNCc1cc(OCC)c(OCC(N)=O)cc1Br
 : 1	-1	16	0.2	12	36	5	5	-11	3
CCOC(=O)c1ccc(NC(=O)c2cccc(S(=O)(=O)N3c4ccccc4CC3C)c2)s1 (stereo not drawn)
 : 11	-12	26	-0.2	-20	3	4	0	83*	7
CC(=O)OC(COC1C[C@@H]2CC[C@@]1(C)C2(C)C)C[N+]1(C)CCCCC1 (stereo partly drawn)
 : -1	5	10	0.4	-1	0	1	2	18	-7
O=S(=O)(Nc1ccc(C(F)(F)F)cn1)c1ccccc1
 : 4	-1	74	0.1	-13	-1	10	1	7	-4
CCC/C=C1/CCCOC(C(=O)NCCN2CCOCC2)(C(F)(F)F)C1 (stereo not drawn)
 : ·	-3	2	1.5	·	-2	1	·	-40	-10

Full records as entered above. Order of values: IEC-6 cytotox	Platelet DG rel	AI-2 QS modul	HIF act	KLF5 inh	HSF-1 act	HSF1 inhib	HSP90 inh	aSyn 5UTR inh	HDAC3 inh
`O=C(C1CCN(c2ncnc3c2sc2cccc(F)c23)CC1)N1CCCC1` across the screens: 7	5	28	0.8	13	19	-1	2	-10	4
`COc1cccc(/C=N/Nc2ccc(C(=O)O)cc2)c1O` across the screens: -5	95*	14	-6.8	100*	·	·	95*	113*	?
`CCN1CCN(C(c2ccc(OC)cc2)c2nnnn2Cc2ccc3c(c2)OCO3)CC1` (stereo not drawn) across the screens: 2	14	29	2.1	-11	-10	-8	-1	14	-1

Screens deposited in PubChem BioAssay by several laboratories.
